CXCR6 block: blocks human CXCR6 beta-arrestin recruitment | 360,000 tested, 0.36% active | AID 602244 | CHO-K1 PathHunter CXCR6 beta-arrestin, luminescence | O00574 | inhibition, % at 20 µM; in the data active means inhibition above about 34%, passing the limit was not always enough;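 further: antagonist mode with CXCL16 agonist at 10 nM final; 0% = 10 nM CXCL16 with DMSO and 100% = unstimulated wells without agonist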
tim23-1 inh: tim23-1 yeast growth inhibition; S. cerevisiae tim23-1 growth, BacTiter-Glo luminescence, 24 h; inhibition, % at 20 µM; 330,000 tested, 1.3% active;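 active means growth inhibition of the mutant yeast at or above 50%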;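 further: temperature-sensitive mutant grown at 25 °C; plate controls were DMSO-treated mutant yeast for no effect and medium wells lacking yeast for full effect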
APJ ag: activates the human apelin receptor APJ. activation, % at 20 µM. AID 2520. 330,000 tested, 0.11% active. P35414. CHO-K1 APJ PathHunter beta-arrestin, luminescence; 0% DMSO wells, 100% apelin;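 active means activation more than six SD over the plate average, tested at 20 µM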;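 further: 0% = DMSO alone and 100% = apelin-13 at 10 nM; some results filed as inactive read as strong as hits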
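Test system: CHO-K1 APJ beta-arrestin complementation cell line. Amount: cell density 1000 per well. Controls: DMSO negative, 10 nM Apelin-13 positive. Signal: luminescent beta-gal fragment complementation, chemiluminescent substrate. Read-out basis: agonist-driven arrestin binding to APJ. Timing: compound stimulation 90 min at 25 °C, detection 60 min.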
XBP1 UPR activ: adaptive UPR (XBP1) activation; AID 463104; 330,000 tested, 0.33% active; activation, % at 20 µM; CHO-XBP1 luciferase reporter, IRE1-XBP1 UPR activation, luminescence; percent of tunicamycin response, DMSO as zero;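 active means versus positive control, 20 µM dose yields 30% or more activation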;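 further: 100% = tunicamycin at 10 µg/mL and 0% = DMSO only wells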
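Material: CHO-XBP1 cells stably carrying IRE1-XBP1-driven luciferase reporter | Medium: F12 with 10% serum | Compound dosing: 20 µM single concentration, DMSO 1% | Incubation: Overnight seeding at 37 °C, 6 h compound treatment at 37 °C | Detection: Steady-Glo luminescence read | Read-out basis: % activation of reporter signal versus tunicamycin and DMSO controls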
tim10-1 inh: inhibits growth of tim10-1 mutant yeast | S. cerevisiae tim10-1 ts strain growth, BacTiter-Glo, 24 h | inhibition, % at 20 µM | 330,000 tested, 2.2% active | AID 463190;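 active means inhibition of at least 40%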;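 further: mutant grown at 25 °C; 0% = DMSO wells with yeast and 100% = wells holding no yeast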
TIM10 inh: inhibits growth of TIM10 yeast strain; inhibition, % at 10 µM; 330,000 tested, 1.4% active; S. cerevisiae TIM10 strain growth, BacTiter-Glo luminescence, 24 h;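 active means inhibition of 40% or more at the single tested concentration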;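 further: wild-type TIM10 isogenic control strain grown at permissive 25 °C; 0% = DMSO yeast wells and 100% = minimal medium wells without yeast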
APJ antagonist: APJ receptor antagonism; inhibition, % at 20 µM; AID 2521; P35414; CHO-K1 APJ beta-arrestin complementation, luminescence; 330,000 tested, 0.32% active;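 active means inhibition above about 40% at 20 µM, limit read from the data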;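 further: cells challenged with 10 nM apelin-13 agonist together with compound; plate controls were apelin-13 plus DMSO wells for no effect and DMSO wells lacking apelin-13 for full effect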
CHOP UPR activ: apoptotic UPR (CHOP) activation | AID 449763 | CHO-CHOP luciferase reporter, luminescence; percent of tunicamycin response over DMSO baseline | 330,000 tested, 0.34% active | activation, % at 10 µM;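 active means at 10 µM dose, activation of 40% or more, normalized to positive control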;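 further: 100% = tunicamycin at 10 µg/mL and 0% = DMSO alone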
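assay system = CHO CHOP reporter cells | amount = 500 CHO-CHOP cells per well | buffer or medium = F12 with 10% FBS | incubation = 16-18 h cell attachment, then 6 h compound exposure, 37 °C | detection = luminescence read with Steady-Glo | read-out = percent activation relative to tunicamycin control | controls = tunicamycin high control, DMSO low control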
Mdm2 MdmX PPI: inhibitors of human Mdm2/MdmX interaction | O15151+Q00987 | inhibition, % at 8 µM | SaOS-2 split-luciferase Mdm2/MdmX complementation, luminescence | 330,000 tested, 3% active | AID 485346;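 active means inhibition of at least 50% at 8 µM in the primary screen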
Target sequence (O15151 whole entry, looked up): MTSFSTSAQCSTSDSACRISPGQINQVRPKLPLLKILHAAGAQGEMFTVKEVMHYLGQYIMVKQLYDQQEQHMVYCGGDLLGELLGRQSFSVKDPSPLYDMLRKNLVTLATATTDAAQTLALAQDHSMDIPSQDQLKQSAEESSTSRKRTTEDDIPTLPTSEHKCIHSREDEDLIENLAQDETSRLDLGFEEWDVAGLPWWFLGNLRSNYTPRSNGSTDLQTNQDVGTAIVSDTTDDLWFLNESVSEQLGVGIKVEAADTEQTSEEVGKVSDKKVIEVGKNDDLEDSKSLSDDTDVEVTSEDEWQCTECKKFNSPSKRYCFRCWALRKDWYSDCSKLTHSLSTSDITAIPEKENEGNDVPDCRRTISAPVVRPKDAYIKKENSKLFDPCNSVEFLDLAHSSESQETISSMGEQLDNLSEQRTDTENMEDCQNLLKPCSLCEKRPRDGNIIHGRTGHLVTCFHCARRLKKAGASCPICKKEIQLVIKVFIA
Target sequence (Q00987 whole entry, looked up): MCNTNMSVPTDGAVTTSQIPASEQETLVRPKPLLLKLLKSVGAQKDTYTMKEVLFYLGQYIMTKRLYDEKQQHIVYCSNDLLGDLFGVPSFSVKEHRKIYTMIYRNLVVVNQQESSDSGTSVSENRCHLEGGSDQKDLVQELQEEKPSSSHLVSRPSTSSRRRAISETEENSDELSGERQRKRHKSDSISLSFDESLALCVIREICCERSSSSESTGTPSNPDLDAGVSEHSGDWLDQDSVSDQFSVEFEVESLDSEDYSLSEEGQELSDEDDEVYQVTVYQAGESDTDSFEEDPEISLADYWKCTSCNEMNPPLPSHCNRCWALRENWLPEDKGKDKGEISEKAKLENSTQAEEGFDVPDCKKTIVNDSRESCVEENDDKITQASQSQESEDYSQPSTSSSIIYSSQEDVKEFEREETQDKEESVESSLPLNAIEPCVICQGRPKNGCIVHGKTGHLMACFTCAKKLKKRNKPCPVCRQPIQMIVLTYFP
An asterisk follows results filed as active; . = no result given. Only part of the results is shown. The share of hits here may be higher or lower than overall.

SMILES	CXCR6 block	tim23-1 inh	APJ ag	XBP1 UPR activ	tim10-1 inh	TIM10 inh	APJ antagonist	CHOP UPR activ	Mdm2 MdmX PPI
O=C(Nc1ccc([N+](=O)[O-])cc1)c1cc(Cl)sc1Cl	-5	8	-1	6	19	4	-4	3.5	20
CCCN(CC(=O)Nc1ccccc1OC)C(=O)CCC(=O)c1ccc(OCC)cc1	8	31	-4	-2	23	5	-52	-0.7	-13
O=[N+]([O-])c1cc([N+](=O)[O-])c(Oc2cc(F)ccc2F)cc1NN1CCCCC1	2	11	4	2	-4	2	-55	-1.2	18
Cc1ccc2nc(-c3ccc(-c4cccc(Cl)c4)cc3)c(NCc3ccccc3)n2c1	12	3	3	0	7	-9	-37	10	-17
O=C(CNC(=O)N1CC(=O)Nc2ccccc21)Nc1ccc(F)c(Cl)c1	-3	-2	1	-3	-1	11	-1	1.3	2
CCOC(=O)c1sc(NC(=O)c2ccccc2F)c(C(N)=O)c1C	7	12	2	6	2	6	3	0.3	2
CCC[C@@H](CN1CCC[C@H]1CN1C(N)=NC[C@H]1CC(C)C)N1C[C@@H](Cc2ccccc2)N(CCc2ccc(Cl)c(Cl)c2)C1=N	6	-70	5	-1	-19	0	42*	2.9	-39
COc1cc(/C(C)=N/NC(=O)CSc2nncn2C)ccc1OCc1ccccc1Cl	-5	4	0	1	3	-14	-13	0.0	1
COC(=O)c1ccc(CSc2nnc(Nc3ccccc3OC)s2)o1	.	32	-7	1	34	29	4	0.7	62*
Cc1ccnc(NS(=O)(=O)c2cc(C(F)(F)F)ccc2Cl)c1	.	-12	-2	6	6	-30	-23	-0.6	-7
C=CCn1c(C)cc(C)c(C#N)c1=O	0	-19	-4	-1	-1	-3	18	-2.7	-1
O=C1c2ccccc2C(=O)N1CCCc1nc2ccccc2c(=O)n1CCCn1ccnc1	6	-4	1	-3	10	-14	9	-0.6	10
C/C(CC(=O)Nc1ccc([N+](=O)[O-])cc1)=N\NC(=O)c1ccccc1O	0	19	-3	-3	18	9	11	0.1	17
CCCCNc1c(-c2ccc(SC(C)CC)c(OC)c2)nc2ccc(Cl)cn12 (stereo not given)	-1	31	-1	-2	23	19	-7	1.2	23
COC(=O)c1ccc(N=Nc2ccccc2)cc1	2	15	-4	2	30	31	18	7.1	-40
COc1ccc(N2CCN(C(=O)COc3ccc4ccccc4c3)CC2)cc1	4	-4	-2	-5	1	-14	21	3.8	19
CNC(=O)c1[nH]cnc1C(=O)N[C@@H](Cc1ccccc1)C(=O)OC(C)(C)C	-14	13	-2	2	13	10	1	-1.8	11
CC1Cc2cc(/C(O)=C3/C(=O)C(=O)N(CCCn4ccnc4)C3c3cccc([N+](=O)[O-])c3)ccc2O1 (stereo not given)	7	5	-3	-1	8	-1	11	2.3	-1
Cc1onc(-c2ccccc2)c1C(=O)N(Cc1ccccc1)C(C)C	10	36	-3	-1	18	28	7	1.2	-5
COc1ccc(OCC(O)CNc2ccc(Br)cc2)cc1 (stereo not given)	-1	42	0	0	5	25	0	-0.3	11
COc1cccc(CN2CC(C(=O)NCCCn3cccn3)CCC2=O)c1 (stereo not given)	-16	5	1	-2	9	1	-36	-1.1	13
O=S(=O)(NC1CCCCC1)c1ccc(S(=O)(=O)N2CCN3CCCC3C2)cc1 (stereo not given)	-5	-13	-3	-1	-8	-1	0	-1.6	15
Cc1ccc(NC2=NCC(=O)N2C2CCCC2)cc1	-1	6	-7	2	13	16	8	-1.0	-10
COc1cccc(CCc2nnc(N)s2)c1	5	13	-3	-4	3	0	16	-1.8	6
CC(C)n1c(CSCc2ccc(Cl)cc2Cl)n[nH]c1=S	4	40	-4	0	49*	41*	14	-1.4	13
COCCn1c(SCC(=O)NC2CCCC(C)C2C)nc2ccccc2c1=O (stereo not given)	-1	7	-6	-1	4	-20	9	0.1	-15
Cc1ccc(-n2ncc(C#N)c2N)cc1	0	18	1	1	15	-7	-13	1.0	-10
COc1cc(/C=C/c2nc(N)nc(-c3ccccc3O)n2)cc(OC)c1OC	7	37	3	4	30	32	-14	8.8	23
Cc1cc(C(=O)COC(=O)Cn2c(C(F)(F)F)nc3ccccc32)c(C)n1Cc1ccco1	1	-4	-7	0	19	11	3	0.8	38
COc1cc2c(cc1NS(=O)(=O)N1CCCC1)oc1ccccc12	0	37	1	0	43*	47*	-8	-1.5	-7

Arranged by molecular weight (falling): ten of the compounds above.
SMILES	CXCR6 block	tim23-1 inh	APJ ag	XBP1 UPR activ	tim10-1 inh	TIM10 inh	APJ antagonist	CHOP UPR activ	Mdm2 MdmX PPI
CCC[C@@H](CN1CCC[C@H]1CN1C(N)=NC[C@H]1CC(C)C)N1C[C@@H](Cc2ccccc2)N(CCc2ccc(Cl)c(Cl)c2)C1=N	6	-70	5	-1	-19	0	42*	2.9	-39
Cc1cc(C(=O)COC(=O)Cn2c(C(F)(F)F)nc3ccccc32)c(C)n1Cc1ccco1	1	-4	-7	0	19	11	3	0.8	38
O=C1c2ccccc2C(=O)N1CCCc1nc2ccccc2c(=O)n1CCCn1ccnc1	6	-4	1	-3	10	-14	9	-0.6	10
COCCn1c(SCC(=O)NC2CCCC(C)C2C)nc2ccccc2c1=O (stereo not given)	-1	7	-6	-1	4	-20	9	0.1	-15
O=C(CNC(=O)N1CC(=O)Nc2ccccc21)Nc1ccc(F)c(Cl)c1	-3	-2	1	-3	-1	11	-1	1.3	2
COc1ccc(N2CCN(C(=O)COc3ccc4ccccc4c3)CC2)cc1	4	-4	-2	-5	1	-14	21	3.8	19
Cc1ccnc(NS(=O)(=O)c2cc(C(F)(F)F)ccc2Cl)c1	.	-12	-2	6	6	-30	-23	-0.6	-7
CC(C)n1c(CSCc2ccc(Cl)cc2Cl)n[nH]c1=S	4	40	-4	0	49*	41*	14	-1.4	13
O=C(Nc1ccc([N+](=O)[O-])cc1)c1cc(Cl)sc1Cl	-5	8	-1	6	19	4	-4	3.5	20
COc1cccc(CCc2nnc(N)s2)c1	5	13	-3	-4	3	0	16	-1.8	6

(list continues)
SMILES	CXCR6 block	tim23-1 inh	APJ ag	XBP1 UPR activ	tim10-1 inh	TIM10 inh	APJ antagonist	CHOP UPR activ	Mdm2 MdmX PPI
O=C(C1CCN(S(=O)(=O)c2ccc3c(c2)OCCO3)CC1)N1CCc2ccccc21	-3	37	0	5	25	37	15	-2.6	12
Cc1ccc(S(=O)(=O)NCCC(C)C)cc1[N+](=O)[O-]	-6	27	6	-2	17	-8	6	-2.4	13
CCO[C@@H]1OC(C(=O)N2CCN(Cc3ccc4c(c3)OCO4)CC2)=C[C@H](C2CC2)[C@H]1CCCO	-6	-2	-4	2	-17	6	2	0.0	6
O=C(Nc1ccccc1Cl)C1CC(=O)n2c(nc3ccccc32)N1 (stereo not given)	.	-22	-2	3	-3	-14	-22	0.2	-8
Cc1cccc(C(=O)OCC(=O)c2csc(N3CCCCC3)n2)c1[N+](=O)[O-]	0	13	-1	9	15	15	-15	-0.1	16
COc1ccc(NC(=O)CN(C)C(=O)c2ccc(N3CCCC3)c([N+](=O)[O-])c2)cc1	6	14	4	-1	-3	-5	31	0.9	14
NC(c1ccccc1)c1cccnc1 (stereo not given)	3	7	0	-4	-3	-13	19	0.3	5
Cn1nc(C(=O)N2CCN(c3ccccc3F)CC2)c2c1-c1ccccc1S(=O)(=O)C2	-4	26	-1	1	34	9	-2	1.4	-7
CCOC(=O)N1CCN(c2cc(=O)n(Cc3ccc(F)cc3)c(=O)[nH]2)CC1	4	4	1	-1	14	2	18	-0.3	20
O=C(O)CC1S/C(=N\N=C2CCCCCCC2)N(c2ccccc2)C1=O (stereo not given)	-15	-5	-4	-3	-1	2	-5	-1.3	12
Cc1ccc2c(c1)[C@@H]1CN(C)CC[C@@H]1N2S(=O)(=O)c1ccc([N+](=O)[O-])cc1	-11	11	2	-5	-4	3	-47	-2.2	5
COc1cc(Nc2c3ccccc3nc3ccccc23)cc(OC)c1OC	8	38	-2	3	78*	60*	-24	1.2	86*
CC1CCN(Cc2c(C(=O)N/N=C/c3ccc(OC(C)C)cc3)nnn2-c2nonc2N)CC1	0	34	-4	7	30	-1	3	1.4	-9
CCn1c(Cc2c(C)[nH]c3ccccc23)nnc1SCC(=O)NCc1ccco1	-3	-6	-1	-6	-6	-7	-9	-1.8	16
COc1ccc(C(=O)NC2CCN(C(=S)Nc3cc(C)ccc3C)CC2)cc1	11	17	2	0	8	-9	9	1.7	-2
COc1ccc(NC(=O)CCC(=O)Nc2nnc(C3CCCCC3)s2)c(OC)c1	1	12	-2	-2	13	8	6	-2.5	31
COc1ccc(C2=NN(C(=O)CCC(=O)O)C(c3ccc(OC)c(OC)c3)C2)cc1 (stereo not given)	1	11	-2	-5	16	7	-17	1.2	-2
O=[N+]([O-])c1ccccc1OCCNCc1ccccc1	4	-7	-1	-1	-8	2	8	1.2	-41
CCOC(=O)c1c(-c2ccccc2)csc1NC(=O)COc1ccc2c(C)cc(=O)oc2c1	0	9	-3	7	-44	-43	-1	2.8	-3
CC(c1nc2ccccc2o1)N1C(=O)c2ccccc2C1=O (stereo not given)	3	7	0	1	-9	-8	-5	0.3	-6
CCC1Nc2ncnc(N3CCCCC3)c2N(Cc2ccccc2)C1=O (stereo not given)	2	19	-2	3	19	14	9	0.9	-5
COC(=O)CC1C(=O)NCCN1C(=O)c1cc([N+](=O)[O-])ccc1Cl (stereo not given)	-9	-7	0	-4	11	2	-9	0.6	17
CC(C)(C)[C@H]1C=C(C(=O)Nc2ccccc2)O[C@@H](OCCCCO)C1	-5	24	4	0	13	-2	-61	2.2	-9
Cc1ccc(C)c(-n2c(Cc3cc(=O)[nH]c(=O)[nH]3)nnc2SC(C)C)c1	-4	-3	-1	-3	17	6	5	0.9	28
Cc1cc(=O)oc2cc(OCC(=O)NCCc3ccccc3)ccc12	-4	9	-1	2	6	-15	-8	0.8	-10
CC(=O)N(C(C)=O)c1c(N2CCOCC2)c2ccccc2oc1=O	0	18	-4	-2	7	1	14	-1.0	1
Cc1cc2ncn(/N=C/c3ccc4c(c3)OCO4)c2cc1C	0	33	0	3	39	29	10	-0.5	26
CCC(CC)C(=O)N1N=C(c2ccc(NS(C)(=O)=O)cc2)CC1c1ccccc1 (stereo not given)	0	29	-6	-1	22	6	-9	1.0	2

Compound activity as filed in PubChem.
